Screening data (PubChem)
DAX1 inh-1 – inhibits human nuclear receptor DAX1 | HEK293 Gal4-DAX1 luciferase reporter, luminescence | P51843 | 340,000 tested, 0.99% active | AID 504766 | inhibition, % at 6.75 µM;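 active means inhibition above the mean over all tested compounds plus 3 SD, cut at about 4.2% in these data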;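 further: 0% = DAX1-transfected cells with DMSO and 100% = empty-vector control cells with DMSO; inhibition shows as a rise in luminescence from relieved DAX1 repression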
ADAM10 inh – inhibitors of human ADAM10. 370,000 tested, 0.62% active. AID 720582. recombinant ADAM10, EDANS/DABCYL FRET peptide cleavage, 3 h. inhibition, % at 7 µM;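 active means inhibition above a per-campaign cutoff equal to the mean of compounds falling between control-based bounds plus 3 SD, cut at about 20% in these data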;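 further: 0% = DMSO wells while the 100% control is not disclosed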
Target sequence (O14672 214-748 limits assumed): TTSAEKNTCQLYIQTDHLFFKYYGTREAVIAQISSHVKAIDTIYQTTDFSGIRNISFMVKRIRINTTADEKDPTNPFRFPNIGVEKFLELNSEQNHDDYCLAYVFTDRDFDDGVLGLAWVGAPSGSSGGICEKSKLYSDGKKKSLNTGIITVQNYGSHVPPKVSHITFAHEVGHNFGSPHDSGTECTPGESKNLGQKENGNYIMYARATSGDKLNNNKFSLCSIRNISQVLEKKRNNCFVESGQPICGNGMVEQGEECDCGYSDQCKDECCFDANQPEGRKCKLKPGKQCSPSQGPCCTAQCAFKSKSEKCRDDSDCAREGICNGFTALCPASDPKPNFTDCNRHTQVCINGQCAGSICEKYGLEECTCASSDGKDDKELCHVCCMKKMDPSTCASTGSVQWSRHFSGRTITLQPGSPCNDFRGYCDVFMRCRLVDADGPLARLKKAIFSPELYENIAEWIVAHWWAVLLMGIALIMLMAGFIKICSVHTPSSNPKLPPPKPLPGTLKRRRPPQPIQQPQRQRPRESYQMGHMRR
hcDAF12 agonist – H. contortus DAF-12 activation, primary screen; HEK293 hcDAF-12 lit1-tk-luc reporter, luminescence; 0% DMSO, 100% Δ7-dafachronic acid; activation, % at 6.8 µM; 370,000 tested, 1.4% active;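 active means activation above the mean of all tested compounds plus 3 SD, cut at about 5.5% in these data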;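 further: 100% = response to 3 µM Δ7-dafachronic acid high control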
hgDAF-12 ag – activates the H. glycines DAF-12 receptor ligand-binding domain; activation, % at 6.8 µM; HEK293 GAL4-hgDAF12 UAS-luciferase reporter, agonist luminescence; normalized to butyrate control; 370,000 tested, 1.8% active; AID 687014;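 active means activation above a cutoff set at the mean of all screened compounds plus 3 SD, cut at about 10% in these data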;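 further: 0% = DMSO wells and 100% = sodium butyrate wells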
PG9 binder – small molecules binding HIV-1 gp120 antibody PG9 | inhibition, % at 6.7 µM | AID 624416 | TR-FRET gp120-PG9 antibody binding | 360,000 tested, 0.43% active; in the data active means inhibition above about 8.5%
DAX1 inh-2 – inhibitors of DAX1 repression of SF-1 activated StAR promoter | HEK293T StAR-luciferase reporter, SF-1/DAX-1 repression relief | inhibition, % at 6.8 µM | 370,000 tested, 1.1% active | AID 652010;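 active means inhibition above the mean over all tested compounds plus 3 SD, cut at about 3.6% in these data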;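 further: 0% = DAX-1 cells with DMSO and 100% = cells lacking DAX-1 with DMSO; higher inhibition means more luminescence from relief of DAX-1 repression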
FXN GAA850 act – increases GAA850 frataxin promoter reporter activity; 360,000 tested, 0.56% active; AID 540364; activation, % at 6 µM; HEK293 lucGAA850 FXN promoter luciferase reporter, 24 h; percent of 10 µM SAHA response;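 active means activation above the average of all compounds screened plus 3 SD, cutoff fixed separately per campaign, cut at about 7.5% in these data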;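 further: 0% = DMSO wells and 100% = 10 µM SAHA wells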
ADAM17 inh – inhibitors of human ADAM17 | P78536 | recombinant ADAM17, EDANS/DABCYL FRET peptide cleavage | inhibition, % at 6.95 µM | 370,000 tested, 0.83% active | AID 720648;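 active means inhibition above the mean of compounds lying between control limits plus 3 SD, set per campaign, cut at about 8.5% in these data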;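 further: 0% = DMSO-only wells as the low control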
Target sequence (P78536 215-824 limits assumed): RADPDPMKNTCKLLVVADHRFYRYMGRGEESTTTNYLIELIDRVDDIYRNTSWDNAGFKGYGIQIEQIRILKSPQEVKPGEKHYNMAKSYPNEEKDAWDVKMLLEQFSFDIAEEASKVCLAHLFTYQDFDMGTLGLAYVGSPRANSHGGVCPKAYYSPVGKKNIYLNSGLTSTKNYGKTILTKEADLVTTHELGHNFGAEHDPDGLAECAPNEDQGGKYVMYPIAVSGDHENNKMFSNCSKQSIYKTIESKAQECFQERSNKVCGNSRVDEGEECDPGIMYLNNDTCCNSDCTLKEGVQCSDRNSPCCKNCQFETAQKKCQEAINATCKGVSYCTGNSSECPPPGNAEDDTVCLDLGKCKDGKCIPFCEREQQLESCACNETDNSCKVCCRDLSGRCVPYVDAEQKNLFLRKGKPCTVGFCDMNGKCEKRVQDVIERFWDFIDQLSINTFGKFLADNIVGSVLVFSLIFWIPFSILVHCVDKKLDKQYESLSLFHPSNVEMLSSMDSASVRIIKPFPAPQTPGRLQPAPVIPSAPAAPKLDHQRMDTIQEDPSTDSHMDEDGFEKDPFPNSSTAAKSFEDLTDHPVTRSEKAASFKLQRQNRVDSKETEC
SMARCA2 activ – activators of SMARCA2 function. MG213 cells, MMTV-luciferase reporter, dexamethasone, overnight. activation, % at 9.1 µM. 370,000 tested, 1% active; in the data active means activation above about 7.8%;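 further: 0% = vehicle wells and 100% = reference activator wells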
ssDAF-12 act – S. stercoralis DAF-12 activation, primary screen; HEK293 ssDAF-12/GRIP1 lit1-tk-luc reporter, luminescence; % of 3 µM dafachronic acid response; activation, % at 6.8 µM; 370,000 tested, 1% active;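 active means activation above the mean over all tested compounds plus 3 SD, cut at about 0.9% in these data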;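 further: 0% = DMSO-only wells and 100% = 3 µM delta7-dafachronic acid wells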
GC-A act – GC-A (human) enzyme activation. 370,000 tested, 0.14% active. P16066. HEK293 GC-A cells, cGMP TR-FRET, EC30 ANP; 0% at EC30 ANP, 100% saturating ANP. AID 1671463. activation, % at 10 µM; in the data active means activation above about 40%
An asterisk follows results filed as active; x = no result given. Compounds were not picked by outcome; any-hit rate near 6.8%.

SMILES | DAX1 inh-1 | ADAM10 inh | hcDAF12 agonist | hgDAF-12 ag | PG9 binder | DAX1 inh-2 | FXN GAA850 act | ADAM17 inh | SMARCA2 activ | ssDAF-12 act | GC-A act
Clc1ccc(CN2CCN(c3ncnc4scc(-c5cccs5)c34)CC2)cc1 | -1.5 | 3 | -1.8 | -2.9 | 1.4 | -1.5 | 3.0 | 0 | -4 | -1.6 | -4
CN(c1cccc(NC(=O)CN(c2cccc(F)c2)S(C)(=O)=O)c1)S(C)(=O)=O | 1.3 | 6 | -1.5 | -1.1 | -1.0 | -0.3 | -0.8 | 1 | 0 | -1.4 | 2
Cc1ccc(S(=O)(=O)N2CCCC(C(=O)NCCc3ccccc3)C2)cc1 (centres undefined) | 0.6 | 0 | -0.9 | 1.2 | -1.6 | -0.1 | 2.5 | -3 | -2 | -1.3 | -6
COc1ccccc1N1CCN(C(=O)CSc2nc3ncnc(N)c3[nH]2)CC1 | -0.4 | -2 | -1.4 | -2.4 | 0.2 | -0.3 | 7.2 | -4 | -2 | -1.8 | 0
Cc1ccc2c(c1)N(C(=O)CCC(=O)NCc1cccc(F)c1)CCO2 | 2.9 | -2 | -1.8 | 1.5 | -1.6 | 1.4 | -0.1 | -2 | 4 | -1.0 | 1
C/C(=N\NC(=O)c1nnn(-c2nonc2N)c1CSc1ccc(Cl)cc1)c1cccnc1 | -0.7 | -3 | -1.1 | 0.7 | -0.7 | -0.1 | 0.5 | -2 | -2 | -1.1 | -4
CCCOP(=O)(c1ccc(N(C)C)cc1)C(O)c1ccc(Cl)cc1 (centres undefined) | 1.6 | -2 | 3.6 | -0.5 | 0.9 | -0.9 | 0.7 | -6 | -3 | -1.4 | -18
S=C(NCCc1ccccc1)Nc1ccccn1 | 0.8 | 3 | 0.6 | 8.6 | 0.7 | 0.8 | 8.0* | 3 | 2 | -1.1 | 1
Cc1cc(Cl)ccc1NC(=O)CN(C)C1=NS(=O)(=O)c2ccccc21 | -0.5 | -19 | -0.6 | 0.9 | 0.0 | 0.0 | 1.0 | -4 | -1 | -0.7 | 0
Cc1nc(Cl)c(C(=O)NCc2ccccc2)c(C)c1Cl | -0.4 | 6 | -0.5 | -1.0 | -0.8 | -0.8 | 3.7 | -1 | 1 | -2.4 | -1
Cc1ccc(OC(=O)N(C)C[C@H]2OCc3cn(nn3)CCCC(=O)N([C@@H](C)CO)C[C@@H]2C)cc1 | x | -11 | 0.6 | 6.4 | 0.8 | -0.6 | x | -7 | -4 | -0.2 | 1
O=C(Nc1ccc(Cl)cc1C(=O)N1CCOCC1)c1ccco1 | -0.2 | -2 | 0.3 | 0.3 | 0.5 | 0.1 | 1.0 | -2 | -4 | -1.8 | -1
COc1cccc(OCCNC(=O)c2cc(OC)c(OC)c(OC)c2)c1 | 0.4 | -7 | -1.7 | 1.8 | 0.4 | -0.6 | 1.9 | -4 | -3 | -0.8 | -2
O=[N+]([O-])c1ccccc1S(=O)(=O)N/C(=N/S(=O)(=O)c1ccccc1)c1ccccc1 | 0.3 | -21 | -0.6 | 1.0 | 0.1 | -0.5 | -0.6 | 0 | -4 | -0.3 | 1
COC(=O)C1=C(C)N(Cc2ccccc2)C(=S)N[C@H]1c1ccccc1 | -0.1 | 19 | -0.6 | 3.7 | 1.6 | -0.5 | -0.6 | 3 | -1 | -0.8 | -6
CC1CCCN(CCS(=O)(=O)c2ccccc2)C1 (centres undefined) | 0.3 | -8 | -0.4 | -1.2 | -1.9 | -0.3 | 1.5 | 2 | 1 | -1.7 | 6
COc1ccc(-c2cc(C(=O)OCC(=O)NC3CC3)c3ccccc3n2)cc1 | -0.1 | -312 | -0.9 | 1.9 | -0.8 | -1.3 | 0.4 | -92 | -1 | -1.1 | 6
CCOc1ccc(CCNC(=O)COC(=O)/C=C/c2ccc(C)o2)cc1OCC | 0.3 | 2 | 0.1 | 0.4 | 0.3 | -2.9 | 0.8 | -2 | -1 | -0.8 | -4
O=C(O)c1cccc2c1C(=O)N(Cc1ccncc1)C2 | 1.2 | -3 | -1.6 | -0.3 | 0.0 | 0.4 | -2.3 | -1 | 1 | -1.4 | 6
COC(=O)COc1cc(Br)c(/C=C2/SC(=O)N(CC(=O)N3CCCC3)C2=O)cc1OC | 0.0 | -2 | 2.3 | -0.9 | 0.2 | -0.4 | 0.5 | -5 | -2 | -0.2 | -3
COc1ccccc1C(=O)NCc1n[nH]c(=S)n1Cc1ccccc1 | 2.1 | 0 | -0.9 | -0.7 | 1.5 | -0.5 | 1.1 | -4 | 2 | -1.0 | 2
CCOC(=O)c1sc2nc3n(c(=O)c2c1C)CCC3 | -0.8 | -7 | 0.5 | 3.0 | -3.9 | 0.1 | 3.7 | -6 | 2 | -1.3 | 7
COc1ccccc1OCC(=O)Nc1nc(-c2ccc(S(=O)(=O)N3CCOCC3)cc2)cs1 | -1.2 | 8 | -3.9 | -5.0 | -0.1 | -2.5 | -0.9 | 4 | 0 | -2.0 | -3
COc1cc(NC(=O)c2ccccc2)c(C)cc1NC(=O)CSc1nnc(COc2ccccc2)n1Cc1ccco1 | x | 16 | 1.5 | -2.4 | x | -1.8 | x | 7 | -2 | -0.8 | -3
CCOCCCNC(=O)c1ccc(CS(=O)(=O)c2cccc(C(F)(F)F)c2)o1 | 0.5 | 10 | 2.2 | -1.3 | -1.9 | 0.3 | 0.2 | 0 | -3 | -0.7 | -4
Additional compounds
SMILES | DAX1 inh-1 | ADAM10 inh | hcDAF12 agonist | hgDAF-12 ag | PG9 binder | DAX1 inh-2 | FXN GAA850 act | ADAM17 inh | SMARCA2 activ | ssDAF-12 act | GC-A act
COC(=O)c1ccc(C23CC4(C2)[C@H](CN(Cc2cccnc2)[C@@H]4c2ccccc2)C3c2ccc(C(F)(F)F)cc2)cc1 (some centres undefined) | x | -3 | -1.0 | -0.3 | -0.4 | 0.0 | x | -1 | 1 | -1.2 | -1
COc1ccc(OCc2cc(C(=O)N3C[C@@H](C)O[C@@H](C)C3)no2)c(Cl)c1 | 1.2 | 6 | -0.4 | 1.1 | -1.0 | -0.1 | 5.7 | 3 | 8.3* | -0.9 | -2
CC1C(=O)C(C)(C)C(=O)OC1c1ccccc1 (centres undefined) | 1.1 | 5 | -0.5 | -1.8 | -0.8 | 0.2 | -2.5 | 2 | -2 | -0.9 | 2
CCS(=O)(=O)N1Cc2cc(C(=O)N(C)C)nc(-c3cccc(-c4ccc(F)cc4)c3)c2[C@@H]1CCO | x | -13 | -0.1 | -0.4 | 0.6 | -0.7 | x | -4 | -1 | -0.8 | -2
COc1cccc(C(=O)N2CCC[C@H]2C(=O)N2CCC[C@H]2C(=O)N(C)Cc2ccccc2)c1 | x | -8 | 1.0 | 6.2 | 0.9 | 0.6 | x | -2 | 2 | -1.0 | 2
CCCCN1C(=O)CC(C(=O)OCC)=C1C | 0.7 | 2 | -1.1 | 0.9 | -0.5 | 0.2 | 3.6 | -2 | -3 | -0.6 | 0
Cc1nc2sccn2c(=O)c1S(=O)(=O)Nc1cccc(Cl)c1C | -0.6 | -15 | -0.3 | 0.9 | 9.8* | 1.1 | 2.6 | -2 | -2 | -1.1 | -4
Cc1cc(C(=O)O)ccc1-n1c(C)cc(/C=C(/C#N)C(=O)Nc2ccccc2)c1C | x | 0 | -0.5 | -3.5 | -0.2 | 0.6 | 0.2 | 3 | -2 | -0.4 | 1
C[C@H]1[C@@H](OC(=O)Nc2ccc(C#N)cc2)CC[C@@]23CCCN2C(=O)CCC[C@@H]13 | x | 3 | -3.7 | -1.5 | x | x | x | 1 | x | -1.5 | 0
CN1c2ccc(C#CC3CC3)cc2[C@@H]2[C@@H](CCN2C(=O)C2CCOCC2)[C@H]1CO | x | -28 | -3.4 | 1.1 | x | -0.3 | x | -8 | -3 | -1.5 | -1
COc1ccc(C(=O)OCC(=O)c2c[nH]c3ccccc23)cc1OC | 0.1 | -6 | 2.6 | 1.7 | 0.3 | -1.6 | 5.4 | -7 | 2 | 0.4 | 3
COC(=O)Nc1ccc(Cn2cc(C(F)(F)F)ccc2=O)cc1 | x | -9 | -1.6 | -3.1 | -0.1 | -0.1 | 3.3 | -5 | -1 | -1.4 | 1
CCc1ccc(C(C)(O)C(CN2CCOCC2)c2ccccc2)cc1 (centres undefined) | -0.8 | -1 | -1.5 | -0.9 | -0.4 | -0.4 | -0.1 | 0 | -2 | -1.8 | -46
O=C1CSC(c2cccnc2)N1CC1CC1 (centres undefined) | 4.8* | -6 | 0.2 | 1.4 | 0.2 | -0.6 | 1.0 | -2 | -1 | -0.2 | 1
C[C@@H](C(=O)O)[C@@H]1C[C@@]1(C)[C@@H](NC(=O)OCc1ccccc1)c1ccccc1 | 1.1 | -3 | -0.7 | -0.6 | 1.1 | 0.4 | -0.7 | -4 | -1 | -0.8 | 1
CCCCNC(=O)c1c(CSc2ccc(Cl)cc2)noc1C(=O)NCCC | 2.0 | 6 | -2.3 | 0.3 | -1.5 | 0.3 | 0.3 | 2 | -1 | -1.3 | 2
Cn1ncc(Cl)c1C(=O)N1CCC(Cc2ccccc2)CC1 | 0.1 | 2 | 0.7 | 0.3 | 1.3 | -1.5 | 2.8 | -7 | -3 | -0.7 | 1
CCCn1c(C)cc(C(=O)CN2C(=O)c3ccccc3S2(=O)=O)c1C | -4.4 | -17 | -7.5 | -19 | 0.3 | -5.9 | -13 | -6 | -9 | -3.0 | 3
Cc1ccc(/C=C/C(=O)c2ccccc2O)cc1 | 2.5 | -8 | -1.8 | 1.1 | 0.0 | -0.1 | 4.9 | -7 | 0 | -1.4 | -1
COC(=O)N1C(=O)[C@@](Cc2ccccc2)(c2ccccc2)N1C(=O)OC | 0.8 | -7 | -1.2 | -0.9 | -1.3 | 0.3 | -0.6 | -4 | -1 | -1.0 | -13
O=C(COc1cc(O)c2c(=O)cc(-c3ccccc3)oc2c1)c1ccc(F)cc1 | 0.9 | 4 | -0.1 | 2.0 | 0.1 | 0.7 | 1.2 | 0 | -2 | -1.0 | 1
COC(=O)c1cn(-c2nc3ccccc3s2)nn1 | x | -7 | 7.8* | -0.2 | -1.9 | 0.1 | x | -2 | -3 | 0.1 | 6

5 structures already listed, sorted by SMILES length, ascending.
SMILES | DAX1 inh-1 | ADAM10 inh | hcDAF12 agonist | hgDAF-12 ag | PG9 binder | DAX1 inh-2 | FXN GAA850 act | ADAM17 inh | SMARCA2 activ | ssDAF-12 act | GC-A act
CCc1ccc(C(C)(O)C(CN2CCOCC2)c2ccccc2)cc1 (centres undefined) | -0.8 | -1 | -1.5 | -0.9 | -0.4 | -0.4 | -0.1 | 0 | -2 | -1.8 | -46
Cc1nc2sccn2c(=O)c1S(=O)(=O)Nc1cccc(Cl)c1C | -0.6 | -15 | -0.3 | 0.9 | 9.8* | 1.1 | 2.6 | -2 | -2 | -1.1 | -4
CCCCNC(=O)c1c(CSc2ccc(Cl)cc2)noc1C(=O)NCCC | 2.0 | 6 | -2.3 | 0.3 | -1.5 | 0.3 | 0.3 | 2 | -1 | -1.3 | 2
CCCn1c(C)cc(C(=O)CN2C(=O)c3ccccc3S2(=O)=O)c1C | -4.4 | -17 | -7.5 | -19 | 0.3 | -5.9 | -13 | -6 | -9 | -3.0 | 3
COC(=O)N1C(=O)[C@@](Cc2ccccc2)(c2ccccc2)N1C(=O)OC | 0.8 | -7 | -1.2 | -0.9 | -1.3 | 0.3 | -0.6 | -4 | -1 | -1.0 | -13
